# mcGAS RapidFire: mouse cGAS inhibition by mass spec; actives 0.18% (n = 130,000); inhibition, % at 12.5 µM; Q8C6L5; recombinant mouse cGAS, cGAMP by RapidFire MS; AID 1259397;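 active = inhibition of cGAS enzyme activity at or above 60%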;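 note: enzyme stimulated by 45 bp dsDNA with ATP and GTP substrates; cGAMP share of summed cGAMP plus half ATP and half GTP signals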
# Target sequence (Q8C6L5 whole entry, looked up): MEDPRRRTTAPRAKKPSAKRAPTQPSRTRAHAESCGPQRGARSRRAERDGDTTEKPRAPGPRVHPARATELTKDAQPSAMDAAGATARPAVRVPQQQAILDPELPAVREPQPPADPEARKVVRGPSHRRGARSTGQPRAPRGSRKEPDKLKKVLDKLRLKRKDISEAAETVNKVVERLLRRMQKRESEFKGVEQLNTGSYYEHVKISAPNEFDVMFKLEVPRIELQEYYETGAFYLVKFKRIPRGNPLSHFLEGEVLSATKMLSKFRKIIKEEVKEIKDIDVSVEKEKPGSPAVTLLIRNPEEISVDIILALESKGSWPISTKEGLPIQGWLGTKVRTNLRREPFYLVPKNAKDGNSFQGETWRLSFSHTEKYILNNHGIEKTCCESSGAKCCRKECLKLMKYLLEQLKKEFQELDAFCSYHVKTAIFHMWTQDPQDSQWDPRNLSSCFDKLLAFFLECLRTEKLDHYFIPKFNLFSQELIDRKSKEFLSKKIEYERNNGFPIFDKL
# Numbers without * were called inactive; & = joins results of further samples. A portion of the library, so the mix of outcomes need not match the whole.
SMILES,mcGAS RapidFire
CCC(NC(=O)Cc1c[nH]c(=O)n(C)c1=O)c1cc(C)ccn1 (stereo unspecified),1
CCc1ccc(-c2nccn2CC(C)Oc2cccnc2)nc1 (stereo unspecified),8
COC(=O)c1cc(-c2ccc(OC)c(C)c2)nc2c1c(C)nn2C1CCS(=O)(=O)C1 (stereo unspecified),-6
COC(C)c1cccc(NC(=O)c2cccc3c2OCCO3)c1 (stereo unspecified),-19
O=P1(NCCCn2ccnc2)C=C(c2ccccc2)OC(c2ccccc2)=C1,1
C#CCN(Cc1ccc(F)cc1)C(=O)Nc1cc(C)nn1C,-4
O=C(Cn1c2[n+](c3ccccc31)CC(O)CS2)c1ccccc1 (stereo unspecified),-13
CN1CCN2CCN(Cc3ccccc3Cn3cccn3)CC2C1 (stereo unspecified),1
CC(C(=O)NC(N)=O)N1C(=O)NC(c2ccccc2)(c2ccccc2)C1=O (stereo unspecified),-6
Cc1ccc(S(=O)(=O)NCc2ccccc2)cc1,-7
CC(C)=CCOc1cccc(C(=O)NCc2ccon2)c1,7
C=CCC(CC=C)C(=O)Nc1ccc(-c2ncc(C(C)C)o2)cc1,1
CSCC(=O)Nc1n[nH]c(-c2cccc(Cl)c2)n1,-1
CNc1ccc(C(O)(c2ncnn2C)C(F)(F)F)cc1 (stereo unspecified),-2
CC(C)N(Cc1nnc(-c2ccccc2Cl)o1)C(=O)C1CC=CCC1 (stereo unspecified),-5
CSc1ccc(C2c3cc4c(cc3OC(=N)C2C#N)OCO4)cc1 (stereo unspecified),-30
O=C(NCCc1nc2ccccc2s1)C1CC2COCC(C1)C2=O (stereo unspecified),1
Cc1cc(O)c(C(c2cccnc2)N2CCN(c3ccccc3F)CC2)c(=O)n1Cc1ccccc1 (stereo unspecified),1
Cc1nc2ccc(Cl)cc2c(-c2ccccc2F)c1C(=O)N(C)C,-8
CN(CCOc1ccc(Cl)cc1)CC(=O)Nc1cc(F)ccc1F,-5
COc1cccc(CN2CCN(c3noc(C(C)C)n3)CC2)c1F,3
COC(=O)c1c(NC(=O)CNc2ccccc2I)sc(C)c1C,-2
CC(NS(=O)(=O)N1CCCCC1C)c1cccs1 (stereo unspecified),-5
CCC(=O)N[C@@H]1c2ccccc2C2(CCN(C/C=C/c3ccc(O)c(OC)c3)CC2)[C@H]1OC,2
CCc1c(C(=O)N(C)CCn2ccnc2C)[nH]c2ccccc12,-17

# Given bar-delimited: entries from further up.
SMILES | mcGAS RapidFire
CC(NS(=O)(=O)N1CCCCC1C)c1cccs1 (stereo unspecified) | -5
CCC(=O)N[C@@H]1c2ccccc2C2(CCN(C/C=C/c3ccc(O)c(OC)c3)CC2)[C@H]1OC | 2

# (more compounds)
SMILES,mcGAS RapidFire
Cc1nn(-c2ccccc2)c2ncc(C(=O)N(C)C3CCCCC3)c(Cl)c12,-13
CC(=O)Nc1ccc(CN2C(=O)C(Cc3ccccc3)ON=C2C)cc1 (stereo unspecified),-2
O=S(=O)(c1ccc(F)cc1)N1CCCc2ccccc21,-6
N#CC1(NC(=O)c2cnc(Cc3ccccc3)s2)CCSC1 (stereo unspecified),-4
Cc1cc(C)n2nc(C(F)(F)F)nc2n1,-10
Cc1cc(C(=O)CN(C)Cc2nccn2CC(F)(F)F)c(C)[nH]1,-36
CCC(CC)n1nc(C)cc1NC(=O)c1n[nH]c(=O)c2ccccc12,-19
Cc1ccc2nc(C)c(NC(=O)Cc3ccc(Br)cc3)c(=O)n2c1,-15
COc1ccc(C(=O)N2CCCC(Nc3ccc(C(C)C)cc3)C2)c(OC)n1 (stereo unspecified),-9
COc1ccc(Cc2n[nH]c(=O)n2-c2c(C)noc2C)cc1,-46
CC(C)(C)c1cc(Oc2cccc(F)c2)nc(SCc2ccccc2C#N)n1,-2
CSCCC1NC(=S)N(c2ccc(C)cc2F)C1=O (stereo unspecified),-6
CC(C)(C)c1csc(C2C(=N)N(CC3CC3)CC2=O)n1 (stereo unspecified),-6
CC(C)N(C(=O)c1ccc2c(c1)CC(c1ccccc1)OC2=O)C1CC1 (stereo unspecified),-13
CCSC1CCCCN(C(C)c2nc(-c3cccnc3)no2)C1 (stereo unspecified),-4
Cc1ccccc1-c1noc(CNCc2nn(C)c3cccc(Cl)c23)n1,-17
CC1(C)CCCC(CO)=C1CSc1ccccc1,-8
Cc1nc2ccccc2n1CN1CCc2sccc2C1,-7
O=[N+]([O-])c1cc2c(c(CSc3nc4ccc(Cl)cc4[nH]3)c1)OCOC2,-1
CC(=O)c1cc(CN2CCC(N3CCC(C(=O)NC(C)C)CC3)CC2)cs1,-10
CC1CCCC(C)N1NC(=O)c1ccc(S(=O)(=O)C(F)F)cc1 (stereo unspecified),-8
CC[C@H]1C[C@@H](NC(=O)c2ccccc2)C[C@@H](CCn2nc(C)cc2C)O1,-15
CC1(C)SC2C(NC(=O)COc3ccccc3)C(=O)N2C1C(=O)O (stereo unspecified),-7
CC(C)c1ccc(C(=O)N2CCN(C(=O)c3cnc(Cl)c(Cl)c3)CC2)cc1,-10
CN1CCCC(CN(C)C(=O)c2ccccc2-c2ccccc2)C1 (stereo unspecified),-16
# Additional results follow:
SMILES,mcGAS RapidFire
O=C1NCC2(CCCN(Cc3cnc(C4CCCCC4)nc3)CC2)O1 (stereo unspecified),-13
Cc1ccsc1S(=O)(=O)N1CCCC(O)(CN(C)C)CC1 (stereo unspecified),-10
CCc1ncc(C(=O)NCc2cn[nH]c2-c2cccs2)cn1,-12
CC(C)c1nccn1C(C)C(=O)N1CCc2[nH]nc(-c3cccc(F)c3)c2C1 (stereo unspecified),-8
Cc1cc(C(=O)N(C)CCCn2cccn2)on1,-6
CCOCC(=O)Nn1cnc2c(cnn2-c2ccc(C)cc2)c1=O,-4
CC(=O)N1CCCC(N2CCN(CCOc3ccccc3)CC2)C1 (stereo unspecified),-5
N#Cc1c(CSCC(=O)O)cc(=O)n2c1[nH]c1ccccc12,29
CC(C)=CC(=O)N1CCC(CC(=O)N2CCC(N(C)C)CC2)CC1,-48
COc1ccc(S(=O)(=O)NC2CCSc3ccccc32)cc1OC (stereo unspecified),-15
CN(C)c1cccc(N2C(=S)SC3CS(=O)(=O)CC32)c1 (stereo unspecified),2
CC(C)NCCN(C(C)C)S(=O)(=O)c1ccc(Cl)cc1Cl,-15
OCCOc1cccc(CN2CCCC(Nc3ccc(F)c(F)c3)C2)c1 (stereo unspecified),-4
Cc1nn(C)c(C)c1-c1ccnc(NCCc2cscn2)n1,-18
Cc1cccc(C(=O)NCCC(=O)N2CC=C(c3ccccc3)CC2)c1,-2
O=C1Nc2ccccc2/C1=C\C(=O)c1ccc(CCCl)cc1,-9
CN(Cc1cccc(Cl)c1)C(=O)NCC(c1ccccc1)N1CCOCC1 (stereo unspecified),-3
CC1CCC2(CC1)NC(=O)N(CC(=O)NCC(F)(F)F)C2=O (stereo unspecified),-5
COc1ccc2[nH]cc(CCNC(C)=O)c2c1,-12&3
O=C(c1cc2c(F)cc(Br)cc2[nH]1)N1CCCC(C(=O)N2CCOCC2)C1 (stereo unspecified),-2&17
C/C=C/C(=O)Nc1ccccc1-c1cccc(-n2cccn2)c1,-10
CCN(C)c1ccc(C(=O)OCc2noc(C)n2)cc1,1
Cc1ccc(C(=O)N2CCCC(CO)(Cc3ccccc3)C2)cc1N1CCNC1=O (stereo unspecified),-6
CN(Cc1ccccc1)C1CCCN(C(=O)CCc2ccc(F)cc2)C1 (stereo unspecified),-11
CCC1CCCN(C(C)(C)CNC(=O)C2(C)CCOCC2)C1 (stereo unspecified),-9

# Shown with the structure last: part of the list above.
mcGAS RapidFire	Structure
-13	O=C(Cn1c2[n+](c3ccccc31)CC(O)CS2)c1ccccc1 (stereo unspecified)
1	CN1CCN2CCN(Cc3ccccc3Cn3cccn3)CC2C1 (stereo unspecified)
-6	CC(C(=O)NC(N)=O)N1C(=O)NC(c2ccccc2)(c2ccccc2)C1=O (stereo unspecified)
-7	Cc1ccc(S(=O)(=O)NCc2ccccc2)cc1
7	CC(C)=CCOc1cccc(C(=O)NCc2ccon2)c1

# Some of these compounds in order of their number in mcGAS RapidFire, high to low.
SMILES,mcGAS RapidFire
CCc1ccc(-c2nccn2CC(C)Oc2cccnc2)nc1 (stereo unspecified),8
CN1CCN2CCN(Cc3ccccc3Cn3cccn3)CC2C1 (stereo unspecified),1
CC(=O)Nc1ccc(CN2C(=O)C(Cc3ccccc3)ON=C2C)cc1 (stereo unspecified),-2
CC1(C)SC2C(NC(=O)COc3ccccc3)C(=O)N2C1C(=O)O (stereo unspecified),-7
CC1CCCC(C)N1NC(=O)c1ccc(S(=O)(=O)C(F)F)cc1 (stereo unspecified),-8
C/C=C/C(=O)Nc1ccccc1-c1cccc(-n2cccn2)c1,-10

# Later entries.
SMILES,mcGAS RapidFire
CCOC(=O)c1ccn(-c2cccc(NC(=O)N3CCOC(C)C3)c2)n1 (stereo unspecified),8
CCN(C(c1cccnc1)c1ccc2c(c1)CCO2)S(C)(=O)=O (stereo unspecified),-6
Cc1ccc(C(=O)Nc2nnc(C(C)(C)C)s2)c(O)c1,-15
CCOC(=O)Cc1cc(=O)n2[nH]cc(-c3ccc(OC)c(OC)c3)c2n1,52
CC(C)(C)Oc1cccc(CCC(=O)O)n1,-35
CSc1ccc(Cn2c(C)c(C(=O)NCc3ccccc3C(F)(F)F)sc2=O)cc1,5
Cc1c(C(=O)N2CCN(c3ccccc3)CC2)oc2c1C(=O)CCC2,3
Cc1cc(C)cc(C(O)c2ncc(-c3cccc(C(F)(F)F)c3)[nH]2)c1 (stereo unspecified),-7
O=C(O)COc1cccc(CN2CCCC(N3CCCC3=O)C2)c1 (stereo unspecified),-10
C=CCNc1nsc(C(=O)c2ccc(OC)c(OC)c2)c1N,1
Clc1ccc2c(Oc3cccc(Br)c3)ccnc2c1,-3
N#Cc1c(NC(=O)CCN2CCN(C(=O)N3CCCCC3)CC2)sc2c1CCCCC2,-10
COc1cccc(-c2ccnc3[nH]n(-c4nc(C)cc(C)n4)c(=O)c23)c1,-16
Oc1oc(-c2ccc(Br)cc2)nc1C=Nc1ccccc1Br,-9
Cc1cccc(CNC(=O)c2ccc3c(c2)OCC(=O)N3)c1,0
Cc1ccccc1C1(O)CCN(CC2CCC(N)CC2)C1 (stereo unspecified),7
CN1CCN(S(=O)(=O)c2ccc(Nc3ccc4c(c3)OCO4)c([N+](=O)[O-])c2)CC1,-6
COc1cc(C)c(NC(=O)c2cccnc2N2CCCC2)cc1OC,-12
CC(Cn1cncn1)NC(=O)Nc1cc(F)cc(N2CCCC2)c1 (stereo unspecified),-4
COc1ccc(S(=O)(=O)N2CCN(c3nc4ccccc4nc3C)CC2)cc1,-6
Cc1cnc(C)c(-c2cc(N)nc3[nH]ccc23)n1,-13
CN(C)C(=O)CN1CCN(c2nc3nonc3nc2NCc2ccccc2)CC1,-5
Cc1cccnc1C1=NOC(C)C(=O)N1CC(=O)N1CCOCC1 (stereo unspecified),10
CCOC(=O)c1c(C)n(-c2ccccc2)c2ccc(OC(=O)c3cccs3)cc12,-4
O=C(Oc1nsnc1N1CCOCC1)N1CCOCC1,-8
# New compounds follow
SMILES,mcGAS RapidFire
CC(C)C(=O)NCCc1nc2ccccc2n1CCCCOc1ccccc1,-1
O=C(NCCCc1ccccc1)c1csc(NS(=O)(=O)c2cccs2)n1,-5
CCCCOc1ccc(-c2nc(C=Nc3nc4ccc(OCC)cc4s3)c(O)o2)cc1,-2
C=CCc1cc(/C=C2/C(=N)N3N=C(C)SC3=NC2=O)cc(OC)c1OCc1ccccc1,-2
Cc1cc(C)[n+]2c(n1)sc1ccccc12,-4
Cc1cc(C)c2nc(SCC#N)cc(C)c2c1,-16
Cc1ccc(C)c2[nH]c(=O)c(CCNC(=O)CC(C)(C)C)cc12,1
O=C(Nc1ccc(N2CCCCC2)cc1)c1ccc(-n2cnnn2)cc1,-7
CC(C)c1ccc(-n2nnnc2Sc2ncccc2C#N)cc1,-4
CCN(CC(=O)N(C)C)C(=O)C1CC1c1cccc(C)c1 (stereo unspecified),-6
CN(Cc1ccccc1)C1(CNC(=O)C2=CC(=O)CC(C)(C)O2)Cc2ccccc2C1,-7
CCN(c1ccccc1)S(=O)(=O)c1cc(C)c2[nH]c(=O)cc(C)c2c1,-3
O=C(Nc1c2c(nn1-c1ccc([N+](=O)[O-])cc1)CSC2)c1ccco1,-7
Cc1nn(S(=O)(=O)c2ccc3ccccc3c2)c(C)c1S(=O)(=O)N1CCOCC1,0
Cc1cc(C)n(-c2nc(C)nc3sc4c(c23)CCC(C)C4)n1 (stereo unspecified),-6
COc1cccc(CC2(C(=O)O)CCN(c3ccc(Cl)cn3)CC2)c1,1
CC(C)NC(=O)NC(=O)CN(C)C(C)C(C)(C)C (stereo unspecified),-12
Cn1c2c(c(=O)n(C)c1=O)C(C(=O)c1ccc(C#N)cc1)c1c(n(C)c3ccccc13)N2 (stereo unspecified),-9
O=C(c1cccc(Br)c1)N1CCCC(OCc2cc(F)ccc2F)C1 (stereo unspecified),-2
Cc1cccc(C)c1OCC(NC(=O)CNC(=O)c1ccccn1)C(C)(C)C (stereo unspecified),-11
CC(C)N1CCCC(C)(C(=O)Nc2cnc3ccccc3c2)C1 (stereo unspecified),-9
O=C(C1CCC(Cn2c(=O)[nH]c3ccsc3c2=O)CC1)N1CCN(c2ccc([N+](=O)[O-])cc2)CC1 (stereo unspecified),-4
CSc1cccc(NC(=O)Nc2ccn(CCN(C)C)n2)c1,-8
CC1C(=O)N2CCCc3cc(NC(=O)c4cccc(C(F)(F)F)c4)cc1c32 (stereo unspecified),-9
CCN(CC)S(=O)(=O)c1ccc(C(=O)N2CCN=C2SCc2ccc(C(F)(F)F)cc2)cc1,-6
COc1ccc(NC(=O)C2(C)CCN2Cc2ccc(SC)cc2)cc1OC (stereo unspecified),-5
CCOC(=O)C1(C/C=C/c2ccccc2)CCCN(C(=O)C2=CC(=O)CC(C)(C)O2)C1 (stereo unspecified),-3

# Compound activity as filed in PubChem.
